HRas wt GTP: modulators of GTP binding to human HRas wildtype | P01112 | hit rate 0.14% among 190,000 | GTP binding activity, % at 10 µM | GST-Ras wt beads, Bodipy-FL-GTP binding, flow cytometry; actives lie on both sides;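 active = GTP binding activity at least 20% away from the 100% baseline, either lowered as inhibitor or raised as activator; inconclusive = flagged as likely green fluorescent, judged across all proteins in the well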;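 also: 0% = unlabeled GTP competition control and 100% = no-compound control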
Target sequence (P01112 whole entry, looked up): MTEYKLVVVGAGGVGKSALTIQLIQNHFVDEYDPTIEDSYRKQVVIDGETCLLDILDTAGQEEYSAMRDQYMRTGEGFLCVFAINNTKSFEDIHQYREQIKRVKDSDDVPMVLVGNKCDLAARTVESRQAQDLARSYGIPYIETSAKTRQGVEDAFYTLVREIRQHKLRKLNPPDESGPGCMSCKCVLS
Rab7 wt GTP bind: dog Rab7 wildtype GTP binding, inhibitors and activators; GST-Rab7 beads, fluorescent GTP binding, flow cytometry; actives lie on both sides; untreated = 100%, excess cold GTP = 0%; GTP binding activity (percent of control), % at 10 µM; hit rate 0.055% among 190,000; AID 758;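 active = fluorescent GTP binding to Rab7 beads changed by at least 20 points from the 100% baseline, either direction, mostly lower; inconclusive = compound itself probably fluorescent, or too few beads counted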;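 also: median green fluorescence of bound Bodipy-FL-GTP per Rab7 bead population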
Cdc42 wt: modulators (inhibitors or activators) of GTP binding to human Cdc42 wildtype; P60953; GST-Cdc42 beads, Bodipy-GTP binding, flow cytometry; actives lie on both sides; percent activity (GTP binding), % at 10 µM; hit rate 0.2% among 190,000;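 active = percent activity GTP binding at least 20 points away from the 100% baseline, either down as inhibitor or up as activator; inconclusive = compound flagged as likely green fluorescent from well-wide comparison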;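 also: median bead fluorescence of bound Bodipy-FL-GTP at 100 nM; 0% = excess unlabeled GTP control and 100% = no compound control; below 100% means less GTP binding so inhibitor and above means activator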
Target sequence (P60953 whole entry, looked up): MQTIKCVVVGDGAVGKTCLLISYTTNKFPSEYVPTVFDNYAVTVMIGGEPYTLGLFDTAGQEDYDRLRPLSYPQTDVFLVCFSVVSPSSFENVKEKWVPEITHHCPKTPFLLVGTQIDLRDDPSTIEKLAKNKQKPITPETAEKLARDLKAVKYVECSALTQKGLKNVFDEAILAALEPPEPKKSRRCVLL
Avidin fluor: avidin bead compound fluorescence profile; Avidin beads, compound fluorescence 488/530 nm, flow cytometry; stronger effect = higher value; hit rate 0.38% among 220,000; fluorescence (KMESF) at 10 µM; in the data active = fluorescence above about 47; also: inactives centre near 10
Pf gametocyte: kills late stage P. falciparum gametocytes | AID 743093 | inhibition, % at 10.9 µM | P. falciparum stage V gametocytes, ATP luminescence, 24 h | hit rate 0.065% among 150,000;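 active = inhibition above the mean plus 3 SD of compounds within the control limits, set per campaign, cut at about 38% in these data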;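 also: 0% = DMSO wells and 100% = medium only without gametocytes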
Rab2A wt mod: changes GTP binding to wildtype dog Rab2A, up or down. GST-Rab2 wt beads, Bodipy-GTP binding, flow cytometry. GTP binding activity, % at 10 µM. hit rate 0.19% among 190,000;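 active = GTP binding activity at least 20 points away from 100%, either lowered or raised; inconclusive = signal likely due to the compound's own green fluorescence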;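 also: 0% = beads with excess unlabeled GTP and 100% = no-compound control corrected for plate trend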
Mcl1 Noxa PPI: Mcl-1/Noxa interaction inhibition; TR-FRET Mcl-1/Noxa peptide binding, 2 h; hit rate 1.5% among 220,000; Q07820; inhibition, % at 21.7 µM;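 active = compounds that cut the protein-peptide binding signal by more than 50% relative to plate controls in a single-dose test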;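 also: His-tagged Mcl-1 with rhodamine Noxa BH3 peptide and terbium anti-His antibody; 0% = Mcl-1 plus Noxa peptide wells and 100% = peptide-only wells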
Target sequence (Q07820 whole entry, looked up): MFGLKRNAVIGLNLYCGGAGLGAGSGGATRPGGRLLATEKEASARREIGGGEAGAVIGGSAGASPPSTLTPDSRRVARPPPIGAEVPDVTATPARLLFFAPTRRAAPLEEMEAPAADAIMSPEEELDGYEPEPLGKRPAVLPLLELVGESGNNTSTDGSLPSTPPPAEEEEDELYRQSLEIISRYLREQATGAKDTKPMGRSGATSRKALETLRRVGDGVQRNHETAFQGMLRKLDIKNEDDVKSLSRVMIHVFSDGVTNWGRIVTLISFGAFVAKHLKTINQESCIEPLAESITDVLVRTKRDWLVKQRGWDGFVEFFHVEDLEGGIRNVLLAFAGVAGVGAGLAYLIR
GSH fluor: compound fluoresces at 488/530 nm on GSH beads. GSH beads flow cytometry, compound fluorescence 488/530 nm; stronger effect = higher value. fluorescence (KMESF) at 10 µM. hit rate 0.25% among 190,000. AID 1776; in the data active = fluorescence above about 89;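 also: glutathione beads carrying GST-tagged Bcl family fusion proteins plus one bare bead set; values are compound well signal with DMSO vehicle wells as background; inactives centre near 16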
Mcl1 Bid PPI: disrupts binding of human Mcl-1 to Bid peptide; Q07820; TR-FRET Mcl-1/Bid-Dy647 peptide binding, 1536-well; inhibition, % at 21.7 µM; hit rate 0.97% among 220,000; AID 1021;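 active = compounds that cut the binding signal by more than half at the single screening dose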;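 also: His-tagged Mcl-1 with europium anti-His antibody binding Bid BH3 peptide; 0% = Mcl-1 plus peptide wells and 100% = peptide-only wells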
Rac1 wt modul: alters GTP binding to wildtype human Rac1; P63000; GST-Rac1 beads, fluorescent GTP binding, flow cytometry; actives lie on both sides; 0 = cold GTP competed, 100 = untreated; GTP binding activity (% of control), % at 10 µM; hit rate 0.27% among 190,000;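 active = GTP binding activity at least 20 points away from the 100% control level, either lower or higher; inconclusive = compound flagged as likely green fluorescent, judged across all proteins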
Rac1 act GTP bind: human Rac1 activated mutant GTP binding change. GST-Rac1 activated beads, fluorescent GTP binding, flow cytometry; actives lie on both sides; 100% means binding = to untreated wells. percent activity (GTP binding), % at 10 µM. hit rate 0.11% among 190,000. AID 764;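 active = GTP binding at least 20 percentage points away from the 100% baseline, in either direction, so actives lie on both sides; inconclusive = Compound likely fluorescent itself, or too few beads counted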
* hit, by the source's call; ? = inconclusive; · = not tested or not shown; [ ] = remark or other dose.

cpd	molecule	HRas wt GTP	Rab7 wt GTP bind	Cdc42 wt	Avidin fluor	Pf gametocyte	Rab2A wt mod	Mcl1 Noxa PPI	GSH fluor	Mcl1 Bid PPI	Rac1 wt modul	Rac1 act GTP bind
1	CCOC(=O)c1c(C)[nH]c(C)c1C(=O)COC(=O)c1cccc(S(=O)(=O)NC)c1	102.0	99.0	100.0	11	·	99.0	2.1	31	9.2	108.0	100.0
2	O=C(CNC(=O)c1ccco1)OCc1ccc(C(=O)Oc2ccccc2)cc1	100.0	102.0	101.0	36	·	99.0	5.4	13	-2.1	98.0	97.0
3	COCCn1cc(C(=O)N2CCC(C)CC2)c2c3ccccc3n(C)c2c1=O	98.0	101.0	98.0	33	-9.3	98.0	14.6	16	95.1*	99.0	96.0
4	O=C(Nc1cc([N+](=O)[O-])ccc1N1CCCC1)c1ccccc1	96.0	106.0	99.0	8	0.9	100.0	10.9	17	-16.7	91.0	96.0
5	COc1ccccc1Cn1c(CCCO)nc2ccccc21	98.0	93.0	98.0	11	11.0	98.0	-5.6	15	-12.3	95.0	95.0
6	Cc1nn(C)cc1CNC(=O)Nc1ccc(Cl)cc1	102.0	102.0	101.0	14	0.5	101.0	8.4	24	-13.2	105.0	100.0
7	Clc1ccc2nc(CSc3nncn3-c3ccccc3)cn2c1	102.0	103.0	101.0	14	·	104.0	9.7	37	-15.1	107.0	97.0
8	CCOc1ccccc1CN(Cc1ccco1)S(=O)(=O)c1ccc(-n2cnnn2)c(OC)c1	97.0	95.0	101.0	14	·	97.0	14.3	29	2.3	98.0	94.0
9	COc1ccccc1NC(=O)c1nn(-c2ccc(OC(F)(F)F)cc2)ccc1=O	97.0	92.0	97.0	13	-1.1	94.0	-17.1	27	-12.3	97.0	95.0
10	CCCCC(=O)C1=C(N2CCCC2)CC(C)(C)CC1=O	104.0	101.0	103.0	8	·	102.0	3.2	21	-19.4	103.0	100.0
11	COc1ccc(OC)c(Cc2nnc(CCC(=O)NC3CCCC3)o2)c1	95.0	95.0	95.0	7	20.6	94.0	15.1	8	-21.9	95.0	94.0
12	CCCN1CCN(C(=S)Nc2sc(CC)cc2C(=O)OC)CC1	99.0	104.0	96.0	7	9.2	100.0	-7.2	13	-53.2	97.0	96.0
13	CCC(C)n1ncn(-c2ccc(N3CCN(c4ccc(OC)cc4)CC3)cc2)c1=O (stereo not given)	95.0	97.0	94.0	14	15.8	98.0	-15.0	15	-18.4	97.0	96.0
14	CNc1cc(-n2nc(C)cc2-c2ccccc2)ncn1	98.0	99.0	98.0	4	·	98.0	6.3	24	-19.7	105.0	99.0
15	COc1cc(C(=O)NCc2ccc(C)cc2)ccc1OC(F)F	101.0	99.0	99.0	2	10.7	98.0	17.8	13	21.1	104.0	102.0
16	Fc1ccc(CNC(=S)Nc2cccc(Cl)c2)cc1	102.0	100.0	101.0	8	0.8	103.0	18.7	14	-21.0	107.0	101.0
17	C/C(=N\N=c1/sc2ccccc2n1C)c1ccc(N2CCOCC2)cc1	97.0	102.0	97.0	14	-16.1	98.0	6.5	14	-34.1	99.0	94.0
18	Brc1ccc(-c2cn3cccnc3n2)cc1	93.0	89.0	92.0	5	·	94.0	-22.3	43	-11.6	93.0	94.0
19	CN1C(=O)c2ccccc2C(C(=O)NCCCN2CCCC2=O)C1c1c[nH]c2ccccc12 (stereo not given)	103.0	104.0	105.0	10	26.6	104.0	3.5	6	-20.5	105.0	105.0
20	O=C(NC12CC3CC(CC(C3)C1)C2)N1CCN(C2CCCCC2)CC1	100.0	106.0	97.0	10	6.1	96.0	5.9	18	-23.7	99.0	95.0
21	COc1ccc(C(=O)COC(=O)CCN2C(=O)[C@@H]3[C@H](C2=O)[C@@H]2C[C@H]3C(Br)C2Br)cc1 (stereo not given in full)	102.0	99.0	99.0	4	21.4	101.0	13.5	9	-2.3	102.0	101.0
22	Cc1ccccc1NC(=O)CSC(N)=O	102.0	100.0	100.0	5	-7.5	99.0	8.4	48	-22.6	103.0	98.0
23	O=C(CN1C(=O)NC2(CCCCCC2)C1=O)Nc1ccc(S(=O)(=O)N2CCOCC2)cc1	99.0	100.0	103.0	13	·	98.0	0.8	33	-2.1	104.0	99.0
24	S=C(NCc1ccco1)N1CCN(c2ccccc2Cl)CC1	93.0	97.0	101.0	17	·	96.0	7.3	15	-19.3	96.0	95.0
25	O=C(COc1ccccc1C(=O)c1cnn(-c2ccccc2)c1)Nc1ccccc1	100.0	98.0	101.0	6	·	100.0	23.9	11	6.0	102.0	99.0
26	C=C(c1ccc(O)cc1)c1ccc(O)cc1	100.0	97.0	102.0	13	1.3	98.0	33.7	25	-21.4	99.0	98.0
27	COc1cc(C2C(C#N)=C(N)Oc3n[nH]c(C)c32)ccc1OC(=O)c1ccccc1 (stereo not given)	99.0	100.0	97.0	36	·	98.0	-99.5	11	-40.6	98.0	94.0
28	O=C1CC(N2CCN(c3ccc(S(=O)(=O)N4CCOCC4)cc3)CC2)C(=O)N1Cc1ccccc1 (stereo not given)	101.0	99.0	102.0	11	2.5	101.0	3.2	27	-7.9	103.0	101.0
29	CCOc1ccc(S(=O)(=O)N(C)c2ccc(OCC(=O)N3c4ccc(C)cc4C4CN(C)CCC43)cc2)cc1 (stereo not given)	99.0	103.0	98.0	8	-1.1	101.0	14.6	13	-34.1	100.0	97.0
30	O=c1cc(N2CCc3ccccc3C2)[nH]c(=O)n1-c1ccc(Cl)cc1	102.0	101.0	102.0	26	·	104.0	11.9	18	-23.9	121.0*[activator]	103.0

5 of the compounds above, in transposed form:
14) CNc1cc(-n2nc(C)cc2-c2ccccc2)ncn1
15) COc1cc(C(=O)NCc2ccc(C)cc2)ccc1OC(F)F
16) Fc1ccc(CNC(=S)Nc2cccc(Cl)c2)cc1
17) C/C(=N\N=c1/sc2ccccc2n1C)c1ccc(N2CCOCC2)cc1
18) Brc1ccc(-c2cn3cccnc3n2)cc1

| entry no. | 14 | 15 | 16 | 17 | 18 |
| --- | --- | --- | --- | --- | --- |
| HRas wt GTP | 98.0 | 101.0 | 102.0 | 97.0 | 93.0 |
| Rab7 wt GTP bind | 99.0 | 99.0 | 100.0 | 102.0 | 89.0 |
| Cdc42 wt | 98.0 | 99.0 | 101.0 | 97.0 | 92.0 |
| Avidin fluor | 4 | 2 | 8 | 14 | 5 |
| Pf gametocyte | · | 10.7 | 0.8 | -16.1 | · |
| Rab2A wt mod | 98.0 | 98.0 | 103.0 | 98.0 | 94.0 |
| Mcl1 Noxa PPI | 6.3 | 17.8 | 18.7 | 6.5 | -22.3 |
| GSH fluor | 24 | 13 | 14 | 14 | 43 |
| Mcl1 Bid PPI | -19.7 | 21.1 | -21.0 | -34.1 | -11.6 |
| Rac1 wt modul | 105.0 | 104.0 | 107.0 | 99.0 | 93.0 |
| Rac1 act GTP bind | 99.0 | 102.0 | 101.0 | 94.0 | 94.0 |

(list continues)
cpd	molecule	HRas wt GTP	Rab7 wt GTP bind	Cdc42 wt	Avidin fluor	Pf gametocyte	Rab2A wt mod	Mcl1 Noxa PPI	GSH fluor	Mcl1 Bid PPI	Rac1 wt modul	Rac1 act GTP bind
31	COc1cc(CC(=O)OC2CCOC2=O)cc(OC)c1OC (stereo not given)	103.0	101.0	107.0	34	-17.7	102.0	1.0	21	-7.9	105.0	105.0
32	COc1cccc(/C=N/n2c(N)c(S(=O)(=O)c3cccs3)c3nc4ccccc4nc32)c1OC	84.0	91.0	81.0	41	-4.8	85.0	8.8	10	11.9	88.0	89.0
33	COc1ccccc1NC(=O)c1cccc(NC(=O)c2ccco2)c1	?	?	?	9	·	?	-4.8	19	-5.9	?	?
34	NC(=NCCc1c[nH]c2ccccc12)NS(=O)(=O)c1cc(F)ccc1F	99.0	102.0	102.0	4	3.5	98.0	0.2	10	-59.5	103.0	102.0
35	CCc1ccccc1N1CSC2=C(C#N)C(c3cc(OC)c(OC)cc3OC)CC(=O)N2C1 (stereo not given)	98.0	100.0	99.0	3	-1.7	99.0	28.9	3	-54.2	101.0	98.0
36	CCOC(=O)C1=C2SCC(=O)N2C(N)=C(C#N)C1	100.0	102.0	100.0	15	·	101.0	12.4	29	-50.5	102.0	97.0
37	COc1ccc(NC(=O)c2cc3sccc3n2Cc2ccc(F)cc2)cc1OC	103.0	105.0	103.0	14	·	101.0	-50.4	35	57.5*	109.0	100.0
38	CCOc1ccc(C(=O)N2CCCC2)cc1OC	102.0	104.0	101.0	9	-0.3	101.0	19.4	18	5.3	109.0	99.0
39	CCOC(=O)c1[nH]c(C)c(C(=O)Nc2ccc(C)cc2C)c1C	97.0	107.0	100.0	19	·	99.0	-14.3	12	-5.9	99.0	95.0
40	O=C1Cc2ccccc2C(=O)N1OCc1ccc(Cl)cc1	93.0	93.0	98.0	22	40.7*	96.0	13.7	13	-48.6	100.0	93.0
41	CC(NC(=O)C12CC3(C)CC(C)(CC(C)(C3)C1)C2)C(=O)O (stereo not given)	98.0	99.0	97.0	9	-4.5	98.0	11.9	15	-9.6	99.0	94.0
42	O=C(c1ccccc1)N1CCN(C(=O)c2ccc3c(c2)OCCO3)CC1	100.0	108.0	102.0	11	-4.1	103.0	3.2	71	-15.5	101.0	100.0
43	CC1CCc2nc(NC(=O)c3ccco3)sc2C1 (stereo not given)	98.0	98.0	97.0	22	14.7	96.0	6.3	25	-16.4	101.0	100.0
44	Cc1cc(C)cc(-n2ccnc2SCC(=O)Nc2nccs2)c1	101.0	100.0	99.0	10	-5.5	99.0	12.2	12	-17.2	104.0	99.0
45	Cc1ccc(-c2cc(C(=O)NCCN3CCOCC3)no2)cc1	103.0	105.0	98.0	8	·	100.0	10.4	25	-10.7	99.0	97.0
46	Cc1cc(C(F)F)n2ncc(C(=O)NCCc3ccccc3Cl)c2n1	100.0	102.0	100.0	9	·	100.0	7.6	54	4.7	102.0	99.0
47	Cc1noc(C)c1C(=O)OCC(=O)NC1CC1	102.0	96.0	105.0	7	11.5	103.0	-13.0	68	-39.2	100.0	99.0
48	CCS(=O)(=O)N1CCC(c2nc(-c3ccc(C)cc3)no2)CC1	105.0	96.0	106.0	11	-52.9	104.0	-15.2	17	-15.4	105.0	101.0
49	CCC1=[N+](C)c2cccc3cccc(c23)N1C	100.0	107.0	103.0	7	15.0	104.0	22.9	15	13.7	106.0	99.0
50	CCOC(=O)Cc1csc(NS(=O)(=O)c2ccc3c4c(cccc24)C(=O)N3CC)n1	96.0	96.0	92.0	14	·	93.0	2.8	35	-15.8	90.0	92.0
51	CC1(C)CC(NC(=O)c2c(N)no[n+]2[O-])CC(C)(C)N1	94.0	93.0	95.0	9	-3.9	96.0	7.2	11	-14.0	94.0	94.0
52	Nc1nnnn1/N=C/C(Br)=C/c1ccccc1	100.0	97.0	105.0	29	·	101.0	-9.2	22	-1.1	110.0	101.0

From PubChem

Compounds as they come, and some 3% of all compounds hit somewhere here.
